From PubChem
LGR2 inh: inhibitors of bursicon-induced Drosophila LGR2 receptor cAMP signaling; HEK293 LGR2, CRE-luciferase, bursicon-stimulated, 4 h; 0.35% of 380,000 active; inhibition, % at 9.99 µM;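 active = drop in luminescence signal, shown as inhibition above about 50% in the replicate tests, limit read from the data, passing the limit was not always enough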;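 also: agonist challenge used bursicon conditioned medium at about half maximal strength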
ERAP1 inh: blocks human ERAP1 aminopeptidase activity; AID 652197; inhibition, % at 10.7 µM; recombinant ERAP1, Leu-AMC fluorescence, 60 min; 0.15% of 340,000 active;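 active = mean replicate inhibition of at least 30%, or all replicates individually reaching that 30% level; inactive = mean below 30% and not every replicate reaching it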;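 also: 0% = neutral control wells and 100% = L-leucinethiol positive control wells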
Target sequence (Q9NZ08 whole entry, looked up): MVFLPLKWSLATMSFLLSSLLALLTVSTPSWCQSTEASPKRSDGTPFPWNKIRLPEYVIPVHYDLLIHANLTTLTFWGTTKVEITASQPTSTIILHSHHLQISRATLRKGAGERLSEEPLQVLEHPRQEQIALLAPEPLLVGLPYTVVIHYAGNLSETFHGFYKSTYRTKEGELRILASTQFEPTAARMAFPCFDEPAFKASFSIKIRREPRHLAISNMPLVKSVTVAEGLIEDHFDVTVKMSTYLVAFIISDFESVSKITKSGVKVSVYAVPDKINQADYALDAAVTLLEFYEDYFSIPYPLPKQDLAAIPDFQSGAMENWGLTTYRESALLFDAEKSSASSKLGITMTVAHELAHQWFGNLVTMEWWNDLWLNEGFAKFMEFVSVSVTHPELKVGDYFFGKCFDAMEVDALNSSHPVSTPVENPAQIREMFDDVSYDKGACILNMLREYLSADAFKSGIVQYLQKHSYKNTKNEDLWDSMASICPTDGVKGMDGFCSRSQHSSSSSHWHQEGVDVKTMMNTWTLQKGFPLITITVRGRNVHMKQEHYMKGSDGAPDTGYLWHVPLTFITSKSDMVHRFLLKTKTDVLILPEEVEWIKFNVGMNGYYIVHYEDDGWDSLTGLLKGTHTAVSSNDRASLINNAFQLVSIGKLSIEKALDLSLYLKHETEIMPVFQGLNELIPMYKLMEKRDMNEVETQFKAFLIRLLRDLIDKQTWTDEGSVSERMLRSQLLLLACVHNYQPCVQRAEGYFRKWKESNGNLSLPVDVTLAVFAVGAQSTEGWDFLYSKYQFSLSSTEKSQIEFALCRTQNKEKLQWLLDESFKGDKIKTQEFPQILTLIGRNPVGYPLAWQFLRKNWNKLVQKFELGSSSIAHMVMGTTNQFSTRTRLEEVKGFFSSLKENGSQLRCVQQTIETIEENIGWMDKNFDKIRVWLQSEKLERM
FN deposition inh: fibronectin deposition inhibition; inhibition, % at 12.6 µM; AH1F fibroblasts, Alexa488-fibronectin deposition fluorescence, overnight; 0.086% of 350,000 active;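 active = mean inhibition across replicates of 30% or more, regardless of how many single replicates reach that level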;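 also: positive control wells lacked labelled fibronectin entirely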
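Material: AH1F fibroblast monolayer depositing Alexa488-labelled fibronectin into matrix / Amount: 10000 AH1F cells per well / Signal: fluorescence 485/525 nm / Medium: DMEM, 2% serum / Compound: single dose, pinned / Incubation: 1 h cell adhesion before compound, then overnight fibronectin incubation / Reagent: Alexa488-FN, 24 nM final / Read-out: inhibition of fibronectin deposition signal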
PGC1a acetyl inh: modulators of PGC1a acetylation. 0.17% of 350,000 active. inhibition, % at 15.6 µM. U2OS PGC1a acetylation, AlphaScreen anti-acetyl-lysine; with virally co-expressed GCN5 acetyltransferase;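 active = every replicate shows inhibition of at least 40%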;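 also: 0% = neutral control wells and 100% = positive control wells; some results beyond the cut were filed as inactive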
EWS-Fli block: inhibitors of EWS/Fli oncoprotein transcriptional activity; A673 NR0B1-luciferase reporter, viability-normalised; 0.67% of 350,000 active; AID 651661; inhibition, % at 12.6 µM;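 active = mean inhibition of at least 50% after viability correction, with every replicate also passing that limit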;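 also: firefly luciferase signal divided by Alamar Blue viability fluorescence both relative to DMSO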
PAX8 reporter: PAX8 transcriptional activity inhibition | inhibition, % at 12.6 µM | 1.2% of 360,000 active | RMG-I TPO-luciferase reporter, SteadyGlo, 24 h | AID 652154;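 active = mean replicate inhibition at least 60% with every replicate also reaching 60%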;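 also: luciferase light reporting Pax8 driven TPO promoter activity; plate controls were median of neutral control wells for no effect and mitoxantrone controls for full effect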
S100A4 MyoIIA: inhibitors of human S100A4 binding to myosin IIA peptide; P26447; S100A4/TAMRA-MyoIIA peptide fluorescence polarization; inhibition, % at 10.7 µM; 0.14% of 360,000 active; AID 652163;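 active = mean inhibition of at least 70% across replicates, with every replicate also reaching that level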
Target sequence (P26447 whole entry, looked up): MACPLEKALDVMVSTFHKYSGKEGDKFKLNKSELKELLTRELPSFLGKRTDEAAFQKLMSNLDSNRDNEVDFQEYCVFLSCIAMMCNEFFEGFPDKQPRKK
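assay system = human S100A4 monomer with TAMRA-labelled myosin IIA peptide | also added = labelled myosin peptide probe, 5 nM | incubation = 5 min between mix addition and reading | control set = DMSO and TFP controls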
PglD DTNB: blocks C. jejuni PglD acetyltransferase activity; purified PglD enzyme, DTNB colorimetric CoA detection; 0.098% of 360,000 active; inhibition, % at 12.5 µM; AID 602405; in the data active = inhibition above about 16%, passing the limit was not always enough; also: strong numbers were not always called active
Numbers without * were called inactive; · = not tested or not shown.

Values run as follows: S100A4 MyoIIA	PGC1a acetyl inh	PAX8 reporter	LGR2 inh	PglD DTNB	FN deposition inh	ERAP1 inh	EWS-Fli block
CCOc1cc(N2CCOCC2)c(OCC)cc1NC(=O)COC(=O)CCn1c(C)csc1=O
    2	14	6	-17	4	0	2	2
CC1CCCCC1NC(=O)c1cccc(N2C(=O)C3C4C=CC(C4)C3C2=O)c1 (centres undefined)
    -3	-9	14	21	-5	0	1	1
O=P(OCC1CC1)(c1ccccc1)c1ccccc1
    -2	-4	33	-9	9	-4	-2	-3
COc1cccc(C(C)(O)c2nc(-c3ccc(F)cc3OC)cs2)c1 (centres undefined)
    -3	4	8	-5	0	-1	0	2
CC1CC(C)CN(C(=O)CSc2nnc3ccccn23)C1 (centres undefined)
    1	-2	3	5	2	1	2	-4
CN(CC(=O)Nc1ccc(Cl)c(C(F)(F)F)c1)C(=O)C1CCC1
    2	·	8	-4	2	0	-1	-5
C[C@H](CO)N1C[C@H](C)[C@H](CN(C)C(=O)Nc2ccc(F)cc2)Oc2c(NC(=O)C3CCOCC3)cccc2C1=O
    -7	5	6	-10	5	·	1	6
COCC(=O)Nc1ccc2c(c1)C(=O)N(C)C[C@@H](OC)[C@@H](C)CN(Cc1cccnc1)[C@@H](C)CO2
    -5	-6	-23	-9	-4	1	-2	-1
CNC[C@H]1Oc2ccc(NS(=O)(=O)c3cn(C)cn3)cc2C(=O)N([C@@H](C)CO)C[C@H]1C
    -6	-11	-15	2	-1	·	3	-7
O=C(O)c1ccccc1SCc1cn2cc(Br)ccc2n1
    3	·	-9	19	·	·	-3	-20
CC(C)CC#Cc1ccc2c(c1)O[C@@H](CN(C)C(=O)c1ccccn1)[C@@H](C)CN([C@H](C)CO)S2(=O)=O
    2	3	·	-3	-2	·	3	13
CCCCNS(=O)(=O)c1ccc(NC(=O)C(Sc2ccccc2)c2ccccc2)cc1 (centres undefined)
    ·	-44	72*	13	0	-2	·	·
Cc1ccc(-c2c3c(nc4sc(C(N)=O)c(N)c24)CCCC3)o1
    2	-3	4	-10	3	19	3	-4
COc1cc(CC(=O)Nc2cc(S(C)(=O)=O)ccc2Cl)cc(OC)c1OC
    -127	3	1	27	19	-3	-1	-2
CO[C@H]1CN(C)C(=O)c2cc(NC(=O)Nc3cccc(Cl)c3)ccc2OC[C@H](C)N(C)C[C@H]1C
    -4	-3	·	2	-3	4	0	5
COc1ccc(NS(=O)(=O)c2ccc(N3CCOCC3)c(N)c2)cc1
    -14	·	22	11	-8	-2	-7	15
COc1cccc(NC(=O)[C@H](CC(C)C)NC(=O)N2CCn3c2nc2ccccc23)c1
    -2	-11	-4	7	0	-13	-4	·
COc1cc(OC)cc(C(=O)NC2CC(C)(C)NC(C)(C)C2)c1
    -3	-17	20	-10	-1	-1	-1	10
c1cnc(-c2noc(CN3CCN(C4C5CC6CC(C5)CC4C6)CC3)n2)cn1 (centres undefined)
    -1	·	-13	-18	·	3	2	9
Cc1cccc(S(=O)(=O)N2C[C@@H](O)COC[C@@H]3O[C@@H](CC(=O)NCCCN4CCOCC4)CC[C@H]32)c1
    12	6	-25	3	-1	-6	0	-3
COc1c(C)cc(Br)cc1C(=O)Nc1ccc(S(N)(=O)=O)cc1
    1	11	28	-2	·	·	-1	-13
COc1ccc(N2CCN(CC(=O)Nc3c(C)cc(C)cc3C)CC2)cc1
    ·	-3	-19	·	1	3	·	·
COc1ccc(C(=O)COC(=O)c2cccs2)cc1
    0	1	-218	46	3	5	3	-38
Cc1ccc(Nc2c(-c3cccnc3)nc3ccc(Br)cn23)cc1
    -3	·	0	1	·	1	·	15
CO[C@@H]1CN(C)C(=O)c2cc(NC(C)=O)ccc2OC[C@H](C)N(C(=O)Cc2ccccn2)C[C@H]1C
    0	5	-6	6	-5	-3	-1	0
CC1Oc2ccccc2N(CC(=O)c2ccccc2)C1=O (centres undefined)
    6	-8	·	-17	-8	·	-5	-13
CC1CCCCC1NCC(=O)Nc1ccccc1C(=O)Nc1ccccc1 (centres undefined)
    -2	-4	5	13	1	·	3	2
O=C(C[C@H]1CC[C@@H]2[C@H](COC[C@@H](O)CN2Cc2ccccc2F)O1)N1CCc2ccccc2C1
    3	-4	-6	-8	-1	-4	2	7
O=C(NCCO)C1CCN(C(=O)c2ccc(-c3ccccc3)cc2)CC1
    2	-8	-6	2	·	-4	-1	2
CN(Cc1cccs1)C(=O)c1ccc(S(=O)(=O)NCc2ccco2)cc1
    0	4	15	-1	·	0	0	-1
C[C@@H]1CN([C@@H](C)CO)C(=O)c2cccc(NC(=O)C3CCCCC3)c2O[C@H]1CN(C)C(=O)Nc1ccc(F)cc1
    -13	-3	·	-10	2	8	5	-10
COc1ccc(Nc2c(C3CC3)nc3nc(C)cc(C)n23)cc1
    14	·	0	-23	·	-6	0	6
C[C@H](CO)N1C[C@H](C)[C@H](CN(C)S(=O)(=O)c2ccc(F)cc2)OCCCC[C@H](C)Oc2ccc(NS(=O)(=O)c3ccccc3)cc2C1=O
    2	-4	44	3	-2	·	3	-2
CCOC(=O)CC1C(=O)NCCN1C(=O)c1c(Cl)cccc1Cl (centres undefined)
    -7	4	-7	1	0	-1	-10	4
Nc1ccc(SCCN2C(=O)c3ccccc3C2=O)cc1
    ·	-6	-26	·	-7	0	·	·
O=C(CCc1ccccc1)OCC(=O)c1cccc([N+](=O)[O-])c1
    -6	-3	11	-9	·	·	0	-7
CCn1c(SCc2ccccc2)nc2cc(S(N)(=O)=O)ccc21
    -3	1	-4	12	-3	2	5	9
Cc1ccc(/C(O)=C/C(=O)C(=O)NC23CC4CC(CC(C4)C2)C3)cc1
    -3	3	0	-2	3	-4	·	-1
CC1(C(=O)Nc2ccc3ccccc3c2)CCC(=O)N1CCCn1ccnc1 (centres undefined)
    -5	-13	6	9	0	-2	3	-14
Cc1ccc(S(=O)(=O)N(C)C[C@H]2Oc3c(NC(=O)Nc4c(C)noc4C)cccc3C(=O)N([C@@H](C)CO)C[C@@H]2C)cc1
    -10	-7	-5	-2	0	·	-2	8

One compound at a time, from the list above:
Entry for CC1CCCCC1NCC(=O)Nc1ccccc1C(=O)Nc1ccccc1 (centres undefined) = S100A4 MyoIIA: -2; PGC1a acetyl inh: -4; PAX8 reporter: 5; LGR2 inh: 13; PglD DTNB: 1; FN deposition inh: ·; ERAP1 inh: 3; EWS-Fli block: 2
Entry for COc1c(C)cc(Br)cc1C(=O)Nc1ccc(S(N)(=O)=O)cc1 = S100A4 MyoIIA: 1; PGC1a acetyl inh: 11; PAX8 reporter: 28; LGR2 inh: -2; PglD DTNB: ·; FN deposition inh: ·; ERAP1 inh: -1; EWS-Fli block: -13
Entry for O=C(C[C@H]1CC[C@@H]2[C@H](COC[C@@H](O)CN2Cc2ccccc2F)O1)N1CCc2ccccc2C1 = S100A4 MyoIIA: 3; PGC1a acetyl inh: -4; PAX8 reporter: -6; LGR2 inh: -8; PglD DTNB: -1; FN deposition inh: -4; ERAP1 inh: 2; EWS-Fli block: 7

Going on with the list.
Values run as follows: S100A4 MyoIIA	PGC1a acetyl inh	PAX8 reporter	LGR2 inh	PglD DTNB	FN deposition inh	ERAP1 inh	EWS-Fli block
Cc1nc2ccccn2c(=O)c1NC(=O)c1ccco1
    1	11	-42	2	-1	-10	5	-4
C/C=C/c1ccc2c(c1)O[C@@H](CN(C)Cc1ccncc1)[C@@H](C)CN([C@H](C)CO)S2(=O)=O
    -5	-1	·	-34	-7	-6	1	0
CCOC(=O)C[C@H]1c2cc(C(F)(F)F)ccc2S(=O)(=O)N1Cc1ccccc1
    -1	-5	-7	13	-4	-4	0	-1
CC(C)c1ccc(NC(=O)Cn2ncc3ccccc32)cc1
    -2	-9	-116	-38	-8	·	3	-114
CCCSc1ncccc1C(=O)O
    1	·	-13	-4	-1	4	3	-10
Cc1ccc(CN2CC(C(=O)Nc3ccccc3N3CCCC3)CC2=O)cc1 (centres undefined)
    -1	·	-5	-2	-4	0	-1	0
CC(C)c1ccc(NC(=O)CN2C(=O)NC(C)(C3CC3)C2=O)cc1 (centres undefined)
    -7	7	-3	-3	-5	-14	0	-7
CCC(=O)Nc1cc(C)c(OC)c(C)c1
    4	·	8	-1	·	15	-2	15
O=C(CN(c1ccc(F)cc1)S(=O)(=O)c1ccccc1)N1CCOCC1
    15	1	-9	0	3	3	-3	·
Cc1cc(N2CCOCC2)nc(C(C)C)n1
    1	3	9	-6	-3	0	-5	6
O=C(Cn1c2c(sc1=O)C1c3ccccc3OCC1CS2)Nc1ccc(Cl)c(Cl)c1 (centres undefined)
    -1	·	30	8	·	-1	0	-1
Cc1ccc(CSCC(=O)Nc2ccccc2F)cc1
    5	9	-8	5	-6	-1	2	-9
O=C(NCc1ccc(Cl)s1)C1CCC(=O)N(CCc2cccc(F)c2)C1 (centres undefined)
    3	-11	-22	5	-5	1	2	8
O=C(NCCc1ccco1)C(=O)NCCC1CCCCN1S(=O)(=O)c1ccccc1 (centres undefined)
    1	·	14	23	-1	9	0	3
O=C(Nc1ccccc1)N[C@H]1CC[C@H](CCNS(=O)(=O)c2cccc(F)c2)O[C@H]1CO
    -23	2	11	5	1	·	0	4
C[C@@H]1CN([C@H](C)CO)C(=O)c2cccc(NS(=O)(=O)c3ccc(Cl)cc3)c2O[C@@H]1CN(C)Cc1ccc(-c2ccccc2)cc1
    3	-9	-17	1	1	5	-3	4
Cc1cccc(NC(=O)CNC(=O)CSc2nc(N)cc(N)n2)c1C
    -9	-3	-3	10	0	2	2	-4
CC[C@H]1OC(=O)[C@H](C)[C@@H](O[C@H]2C[C@@](C)(OC)[C@@H](O)[C@H](C)O2)[C@H](C)[C@@H](O[C@@H]2O[C@H](C)C[C@H](N(C)C)[C@H]2O)[C@](C)(O)C[C@@H](C)CN(C)[C@H](C)[C@@H](O)[C@]1(C)O
    4	10	-6	8	-1	3	-6	2
COC(=O)c1ccc(C(=O)N2CCCC(Nc3ccc(F)c(F)c3)C2)cc1 (centres undefined)
    -10	·	·	-3	-1	6	5	-6
C[C@H](CO)N1C[C@H](C)[C@@H](CN(C)C(=O)c2ccccn2)Oc2ncc(C3=CCCCC3)cc2C1=O
    5	-19	7	-12	-1	-10	0	2
Cc1cc(C)c(NC(=O)CN(C2CCCCC2)C2CCCCC2)c(C)c1
    0	17	·	-17	2	·	1	17
O=C(c1ccoc1)N1CCC2(CC1)Oc1ccc(Cl)cc1C(=O)C21CC(c2ccc(Cl)cc2)=NO1 (centres undefined)
    ·	·	22	-3	-3	-4	·	1
COc1ccc(S(=O)(=O)Nc2c(NC3CCCCC3)c3ccccc3oc2=O)cc1
    0	-12	26	14	5	-5	-5	·
COc1cccc(NC(=O)N[C@H]2CC[C@@H](CC(=O)N3CCOCC3)O[C@H]2CO)c1
    2	-3	7	-23	0	·	-2	-2
COc1ccc(C(O)P(=O)(OC(C)C)OC(C)C)cc1OC (centres undefined)
    0	-1	14	3	-5	3	-3	13
Cc1ccc(-c2nc3cnccn3c2Nc2ccccc2)o1
    17	0	-1	-52	-2	-8	8	-24
C[C@@H]1CN([C@H](C)CO)C(=O)c2cc(NS(=O)(=O)c3cn(C)cn3)ccc2O[C@@H](C)CCCCO[C@@H]1CN(C)C(=O)CCC(F)(F)F
    -42	-3	-11	-13	-1	·	1	-11
C[C@H](CO)N1C[C@H](C)[C@H](CN(C)C(=O)Nc2ccc3c(c2)OCO3)Oc2ccc(NS(=O)(=O)c3ccc(Cl)cc3)cc2CC1=O
    ·	3	-21	-15	·	·	·	2
COc1ccc(-c2cn3c(C)c(C(=O)Nc4ccncc4)sc3n2)cc1
    8	·	19	-6	-6	11	5	-22
COc1ccc(-n2c(SCC(N)=O)nnc2-c2ccccc2F)cc1
    ·	-2	6	·	-1	2	·	·
